Imprint erasure = genomic imprint erasure induction. mouse ES Peg3-LacZ reporter, beta-gal luminescence, 40 h. Potency, µM (top dose mostly 60.7 µM), for the others: at the highest dose activity change, positive = activation, usual class: activators. hit rate 0.02% among 110,000. AID 1948;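 also: 0% = negative control wells on the plate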
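Gelatin-coated wells received 300 freshly trypsinized female ES cells with a Peg3LacZ-Neo reporter on the maternal allele, then incubated 40 hours at 37C. BetaGlo was added for 5 minutes at room temperature before a single luminescence read.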
p53ts 32C tox = p53ts cell cytotoxicity, permissive temperature; H1299-p53A138V at 32C, ATP luminescence viability, 24 h; Potency, µM (top dose mostly 46.1 µM), for the others: at the highest dose activity change, negative = cytotoxicity, actives largely listed as cytotoxic; hit rate 0.93% among 130,000; AID 924;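 also: 0% = DMSO and -100% = full killing by reference compound; nearly all actives have a fitted effect of over 55% in size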
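Cells: H1299 p53ts (A138V), 600/well, pre-incubated 16–30 h at 37C. Cpd up to 46 uM, 24 h, 32C. Readout: ATPlite luminescence, 20 min RT. Normalization: DMSO vs tamoxifen 100 uM. AC50 by Hill equation.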
p53ts 39C kill = p53ts cell cytotoxicity, nonpermissive temperature. H1299-p53A138V viability at 39C, ATP luminescence, 24 h. Potency, µM (titrated, usually from 46.1 µM), for the others: top-dose activity change, negative = cell killing, most hits filed as cytotoxic. hit rate 1.5% among 130,000. AID 902; also: nearly all actives have a fitted effect of over 55% in size
IkB signaling = IkB pathway inhibition in ABC-DLBCL cells | ABC-DLBCL IkBa-CBG/CBR dual luciferase ratio, 4 h; response scale: scaled: untreated 0%, proteasome inhibitor 100% | Potency, µM (titrated, usually from 57.1 µM), without a hit: top-dose IkBa stabilization activation | hit rate 0.04% among 110,000 | AID 445; active = well fitted curve in the direction sought with a large enough effect in the signal ratio, not every such curve was filed as active; inconclusive = small, poorly fitted or top-dose-only effect, or a change in a side signal; the % refers to the signal ratio;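 also: the direction sought is a rising ratio; 0% = basal untreated cells and 100% = reference inhibitor full response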
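Curves were fitted separately to fusion (green), unfused (red) and ratio luminescence, then classed by r2, magnitude and activity. Cells: OCI-Ly3, 4 h compound plus doxycycline at 37C; 10 uM MG-132 defined full response.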
* hit, by the source's call; u = inconclusive; x = not tested or not shown; & = joins results of further samples; [ ] = another dose, or the depositor's remark. Unless noted, calls follow the shape of the dose curve; as a rule, active = well fitted curve in the direction sought with a large enough effect; inconclusive = small, poorly fitted or top-dose-only effect, or another doubt; inactive = no such curve, though single readings can be large; an effect the other way counts as inactive or inconclusive. Unless noted, % is scaled to controls: 0 for no effect and ±100 for the full control effect; potency is read from the fitted curve at half-maximal effect. An unsorted share of the library; overall some 1.7% were active at least once.

Below each compound: Imprint erasure	p53ts 32C tox	p53ts 39C kill	IkB signaling
> Cc1ccc2c(=O)cc(C(=O)Nc3ccc(S(=O)(=O)N4CCCCC4)cc3)oc2c1
    -3%[10.9 µM]	4%	26%	-0.2%
> COc1cc(OC)cc(-c2nnc(SCC(=O)Nc3cc(C)on3)o2)c1
    14%	6%	-3%	1.1%
> CC(=O)Nc1ccc(NC(=O)c2oc3ccc4c(c3c2C)C(=O)CC(C)(C)O4)cc1
    -10%[10.9 µM]	u	u	u
> CCCCCCn1c(CNC(=O)c2ccccc2)nc2ccccc21
    -12%[10.9 µM]	6%	-13%	-2.2%
> CN1CCN(c2ccccc2NC(=O)c2ccc(OCc3ccccc3)cc2)CC1
    -28%	-3%	-14%	u
> CCOc1ccccc1C(=O)N1CCc2cc(OC)c(OC)cc2C1COc1ccc(OC)cc1 (configuration not stated)
    -15%[10.9 µM]	-7%	-21%	u
> CCOC(=O)c1c(NC(=O)c2cc(CC)on2)sc(C(C)=O)c1C
    -9%[10.9 µM]	11%	3%	-2.6%
> COc1ccc(NC(=O)CN(C)S(=O)(=O)c2cnc[nH]2)cc1Cl
    19%[10.9 µM]	-6%	6%	3.3%
> CC(=O)c1ccc(-n2nnnc2SCC(=O)N2CCc3ccccc3C2)cc1
    -10%	-7%	-6%	2.0%
> O=C(c1cccnc1NCc1ccc(F)cc1)N1CCOCC1
    -6%	9%	5%	6.8%
> COc1ccc(-c2cc3c(=O)n(CC(=O)Nc4ccc(Br)c(C)c4)ccn3n2)cc1OC
    -3%[10.9 µM]	0%	11%	-0.5%
> Cc1ccc(C)c(NS(=O)(=O)c2cc(C(=O)O)ccc2Cl)c1
    x	8%	4%	x
> CC1CCN(S(=O)(=O)c2ccc3c(c2)N(CC(=O)NCCCOC(C)C)C(=O)CO3)CC1
    -7%[10.9 µM]	-4%	7%	u
> Cc1noc(C)c1CSc1cc(C)c2ccccc2n1
    -16%	-3%	-28%	0.5%
> O=C(O)CCCCn1c(SCC(=O)Nc2ccccc2C(F)(F)F)nc2ccsc2c1=O
    -6%[10.9 µM]	7%	-15%	-0.9%
> CCOC(=O)c1nnn(-c2nonc2N)c1-c1ccccc1
    2%	6%	13%	1.4%
> CC(C)CCOc1ccc(Oc2nc(N(C)C)nc(N(C)C)n2)nn1
    -12%[10.9 µM]	-6%	1%	u
> C=CCn1c(=O)c(C(=O)NCCc2ccccc2)c(O)c2ccccc21
    -15%	9%	-1%	5.5%
> CCOC(=O)C1=C(N)OC2=C(C(=O)CCC2)C1c1cccnc1 (configuration not stated)
    3%	-1%	12%	-0.3%
> COc1ccc(B(O)O)cc1
    -4%	-3%	-6%	x

An excerpt from above in order of the Imprint erasure value, lowest first:
mol	Imprint erasure
C=CCn1c(=O)c(C(=O)NCCc2ccccc2)c(O)c2ccccc21	-15%
CCOC(=O)c1nnn(-c2nonc2N)c1-c1ccccc1	2%
COc1cc(OC)cc(-c2nnc(SCC(=O)Nc3cc(C)on3)o2)c1	14%

Next section
Below each compound: Imprint erasure	p53ts 32C tox	p53ts 39C kill	IkB signaling
> O=c1ccnc(SCc2ccc(Cl)cc2)[nH]1
    -17%[10.9 µM]	-8%[9.22 µM]	7%[9.22 µM]	0.6%[11.4 µM]
> CCCN(c1ccc(C(C)C)cc1)S(=O)(=O)c1c(C)noc1C
    -13%	-6%	-12%	1.2%
> O=S(=O)(c1ccc(Cl)cc1)N1CCCC1c1nc(-c2ccc(Cl)cc2)no1 (configuration not stated)
    x	12%	1%	x
> O=C(CCCc1nc(-c2ccccc2)no1)Nc1cccnc1
    -15%	-2%	-2%	-11%
> COc1ccc(-c2[nH]ncc2C(=O)NCc2cccc(F)c2)cc1
    23%[10.9 µM]	4%	-20%	-1.5%
> COc1ccc(OC)c(NS(=O)(=O)c2ccc3c(c2)CCC(=O)N3)c1
    -12%	-6%	-9%	2.2%
> COc1ccc(-n2c(Cc3cccn3C)nnc2SCC(=O)N2CCC(C)CC2)cc1
    7%	9%	1%	5.7%
> Cc1ccc(OCCN2CCN(CC(O)Cn3c4ccccc4c4ccccc43)CC2)cc1 (configuration not stated)
    x	u	-22%	x
> Cc1ccc2nc(NC(=O)c3nc(SCc4ccccc4C)ncc3Cl)sc2c1
    -11%[10.9 µM]	5%	-2%	0.3%
> CCCCC(O)(C(NC=O)C(=O)OC)C(F)(F)F (configuration not stated)
    8%	2%	1%	-0.3%
> CN(CCc1ccccn1)Cc1ccc(Cl)cc1Cl
    -14%	-18%	-7%	-1.5%
> CCCN(CCC)S(=O)(=O)c1ccc(C(=O)Nc2nc3c(s2)CCc2ccccc2-3)cc1
    x	-10%	0%	x
> CCCOc1ccc(C(CC(=O)O)NS(=O)(=O)c2ccc(NC(C)=O)cc2)cc1 (configuration not stated)
    4%	-4%	-3%	-0.4%
> COc1ccc(NC(=O)C2CCN(c3cc(C)nc(-c4ccccc4)n3)CC2)cc1
    -16%	12%	5%	u
> CCCCC(CC)COP(=O)(OCC(CC)CCCC)OCC(CC)CCCC (configuration not stated)
    -5%	8%[1.84 µM]	-4%	2.1%
> O=C(NC1(C(F)(F)F)C(=O)Nc2c1c(=O)[nH]c(=O)n2-c1ccc(F)cc1)c1ccccc1 (configuration not stated)
    4%[10.9 µM]	-9%	18%	2.6%
> CC(C(=O)N1CCN(C)CC1)N1C(=O)c2ccccc2C1=O (configuration not stated)
    -2%	7%	4%	1.6%
> CC1=CC(c2ccccc2)n2nc(NS(=O)(=O)c3ccc(C)cc3)nc2N1 (configuration not stated)
    x	-1%	4%	x
> Cc1c(Cl)cccc1N1CC(C(=O)Nc2nccs2)CC1=O (configuration not stated)
    -8%	-1%	10%	3.4%
> COCCCNC(CC(=O)Nc1ccccc1C(=O)OC)C(=O)O (configuration not stated)
    -2%	1%	6%	-2.9%

Later entries.
Below each compound: Imprint erasure	p53ts 32C tox	p53ts 39C kill	IkB signaling
> CC(c1ccccc1)n1cc(C(=O)NCCN2CCOCC2)nn1 (configuration not stated)
    x	-8%	5%	0.0%
> COC(=O)c1cc(=O)nc2scc(C)n12
    -9%	0%	-4%	-0.2%
> CCC(CC)C(=O)Nc1cccc(C(=O)N2CCOCC2)c1
    -4%	5%	5%	-1.2%
> CCOC(=O)C1Cc2cc3c(cc2C1=O)CC(C(=O)OCC)C3=O (configuration not stated)
    x	20%	5%	14%
> CCOC(=O)N1CCC(NC(=O)C2CCN(S(=O)(=O)c3c(C)noc3C)CC2)CC1
    20%	-8%	2%	-1.6%
> COc1ccc(NC(=O)c2ccco2)cc1NC(=O)c1cc(Cl)ccc1OC
    -12%[10.9 µM]	-2%	-1%	1.1%
> COC(=O)c1cc(S(=O)(=O)N2CCC(C)CC2)ccc1F
    -10%	-8%	7%	4.6%
> CCN(CCCNC(=O)C1CCN(S(=O)(=O)c2cnc[nH]2)CC1)c1ccccc1
    -6%	5%	3%	-0.2%
> CCOC(=O)c1ccc(NC2c3ncccc3C(=O)N2Cc2ccc(F)cc2)cc1 (configuration not stated)
    -24%	8%	8%	-0.3%
> c1ccc2[nH]c(SN3CCOCC3)nc2c1
    -11%	-16%	-3%	-0.8%
> CS(=O)(=O)N1CCc2cc(S(=O)(=O)Nc3ccc4c(c3)OCCO4)ccc21
    -8%	-11%	-8%	2.0%
> O=C(O)COc1ccc2c(c1)OCCO2
    -11%	-2%	0%	0.8%
> CCc1ccccc1NC(=O)CN1C(=O)c2cccnc2Sc2ccccc21
    -12%[10.9 µM]	8%	-7%	1.7%
> CCOc1ccc(OCC)c(NC(=O)C2C3C=CC(O3)C2C(=O)NCc2ccco2)c1 (configuration not stated)
    x	9%	-3%	4.5%
> COc1ccc(C(=O)NCC(c2ccc3c(c2)OCO3)N2CCN(C)CC2)cc1OC (configuration not stated)
    -3%[10.9 µM]	2%	3%	u
> CCC(C)NC(=O)C(NS(=O)(=O)c1ccc2c(c1)c(=O)n(C)c(=O)n2C)c1ccccc1 (configuration not stated)
    1%	0%	8%	0.1%
> Cc1ccc(CNC(=O)c2ccc(CSCc3ccc(Cl)cc3)o2)cc1
    6%[10.9 µM]	17%	-30%	-0.2%
> O=C(c1ccco1)N1CCN(C(=O)C2CCN(S(=O)(=O)c3cccs3)CC2)CC1
    -9%	0%	-13%	0.1%
> CCOC(=O)c1nn(-c2ccc(OC)cc2)c(=O)c2c(N)scc12
    -13%	3%	3%	u
> CCCCNC(=O)CSc1nc2n[nH]c(C)c2c(=N)n1-c1cccc(Cl)c1C
    -7%[10.9 µM]	-11%&9%	-21%&2%	0.1%

Continued:
Below each compound: Imprint erasure	p53ts 32C tox	p53ts 39C kill	IkB signaling
> CCNC(=S)N1CCN(CC(=O)Nc2ccc(Br)cc2)CC1
    x	4%	-11%	x
> Cc1ccc(-c2noc(-c3cccnc3NCc3ccco3)n2)cc1
    -9%[10.9 µM]	-9%	-5%	u
> CCOc1ccc(N2CC(C(=O)Nc3ccccc3F)CC2=O)cc1 (configuration not stated)
    2%	-4%	-4%	0.7%
> CCC1CCCCN1C(=O)CCS(=O)(=O)c1cc2c(cc1C)NC(=O)CO2 (configuration not stated)
    -4%[10.9 µM]	9%	-12%	u
> Cc1ccc(S(=O)(=O)N(C)Cc2nc(-c3ccncc3)no2)cc1
    0%	0%	12%	-2.6%
> CCOC(=O)c1sc2ccccc2c1S(=O)(=O)N1CCN(c2cccc(C)c2C)CC1
    -16%[10.9 µM]	-7%	-13%	u
> CCOC(=O)c1ccc(NC(=O)CSc2nc(C)cc(=O)[nH]2)cc1
    -6%	5%	7%	0.4%
> Cc1ccc(N(C)C(=O)CN2C(=O)CCc3cc(S(=O)(=O)N4CCOCC4)ccc32)cc1
    -11%[10.9 µM]	3%	-12%	-0.3%
> Cc1ccc(S(=O)(=O)N2CCOCC2)c(C)c1-n1cnnn1
    -7%	0%	6%	0.7%
> COCCNc1oc(-c2ccccc2)nc1S(=O)(=O)c1ccc(Br)cc1
    -4%[10.9 µM]	-9%	-29%	u
> CC1CCCCN1C(=O)CSc1nc2ccccc2nc1Cc1ccc(Cl)cc1 (configuration not stated)
    14%[10.9 µM]	10%	13%	u
> O=c1oc2ccccc2n1CCc1ccccc1
    -7%	13%	-8%	-0.2%
> Cc1ccc(CN(Cc2ccco2)C(=O)COc2ccc(C)c(C)c2)cc1
    -16%[10.9 µM]	19%	-12%	0.7%
> CC1CN=C(N(C(=O)Nc2ccccc2)c2ccc(S(=O)(=O)N3CCOCC3)cc2)S1 (configuration not stated)
    -34%[inhibitor]	-7%	-13%	2.3%
> Cc1ccc(Nc2ncnc3sc(C)c(C)c23)cc1
    x	0%	8%	x
> CCOC(=O)N1CCN(CCC(=O)c2ccc(Cl)cc2)CC1
    -29%	-16%	2%	u
> COc1ccc(N2CCN(c3c4c(nc5nncn35)CCC4)CC2)cc1
    -19%[10.9 µM]	-2%	-6%	-1.4%
> COc1ccc(CC(=O)NCc2ccc3c(c2)CCN3C(C)=O)cc1OC
    -14%[10.9 µM]	7%	4%	-1.6%
> CCc1ccc(N2CC34C=CC(O3)C(C(=O)OC(C)C)C4C2=O)cc1 (configuration not stated)
    -1%	2%	-6%	-2.1%
> OCCNc1nc(N2CCN(Cc3ccccc3)CC2)nc2ccccc12
    -12%	-2%	-12%	-3.6%
> CCOC(=O)c1ccc2c(c1)NC(=O)C(N1CCN(c3ccc(OC)cc3)CC1)S2 (configuration not stated)
    -19%	-12%	-13%	-3.9%

In the list so far, three have bromine.
Below each compound: Imprint erasure	p53ts 32C tox	p53ts 39C kill	IkB signaling
> COc1ccc(-c2cc3c(=O)n(CC(=O)Nc4ccc(Br)c(C)c4)ccn3n2)cc1OC
    -3%[10.9 µM]	0%	11%	-0.5%
> CCNC(=S)N1CCN(CC(=O)Nc2ccc(Br)cc2)CC1
    x	4%	-11%	x
> COCCNc1oc(-c2ccccc2)nc1S(=O)(=O)c1ccc(Br)cc1
    -4%[10.9 µM]	-9%	-29%	u
